# BoNT A protease – BoNT/A light chain protease inhibitors, primary screen, biochemical, flow cytometry, MLPCN library | inhibition, % at 10 µM | hit rate 0.17% among 360,000 | Botulinum neurotoxin type A light chain protease (Clostridium botulinum A str. ATCC 3502) | multiplex microsphere protease substrate cleavage; further: plate controls were buffer without enzyme for full effect and enzyme alone for no effect
# PrPC surface inh – inhibitors of human cell surface prion protein PrPC, primary screen, cell-based, TR-FRET; hit rate 0.43% among 370,000; Major prion protein (Homo sapiens), P04156; AID 720596, 2013; inhibition, % at 13.8 µM; TR-FRET read-out; in the data active means inhibition above about 24%; further: 0% = median of the test wells and 100% = reference compound wells
# BoNT F protease – BoNT/F light chain protease inhibitors, primary screen, biochemical, flow cytometry, MLPCN library | inhibition, % at 10 µM | Botulinum neurotoxin type F light chain protease (Clostridium botulinum) | hit rate 0.22% among 360,000 | Multiplex microsphere protease cleavage assay | AID 588497, 2011; in the data active means inhibition above about 35%, passing the limit was not always enough; inconclusive means no clear call, values can overlap the other calls; further: plate controls were buffer without enzyme for full effect and enzyme alone for no effect
# PriA SSB inh – inhibitors of Klebsiella pneumoniae PriA binding to SSB C-terminal tail, primary screen, biochemical, AlphaScreen | AlphaScreen SSBct-PriA binding, biotinylated peptide | inhibition, % at 33 µM | hit rate 0.6% among 430,000 | AID 1272365, 2023; in the data active means inhibition mostly above about 37%, no sharp cut-off; inactive means mostly below about 20%;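 further: plate controls were negative control peptide for no effect and reference peptide for full effect; strong numbers were not always called active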
# DUSP3 inh – VHR1 phosphatase inhibitors, primary screen, biochemical, absorbance, uHTS | Dual specificity protein phosphatase 3 (Homo sapiens), P51452 | recombinant VHR phosphatase, pNPP absorbance | inhibition, % at 13.3 µM | hit rate 0.52% among 290,000; in the data active means inhibition above about 50%; further: some compounds called inactive have numbers as strong as hits
# Target sequence (P51452 whole entry, looked up): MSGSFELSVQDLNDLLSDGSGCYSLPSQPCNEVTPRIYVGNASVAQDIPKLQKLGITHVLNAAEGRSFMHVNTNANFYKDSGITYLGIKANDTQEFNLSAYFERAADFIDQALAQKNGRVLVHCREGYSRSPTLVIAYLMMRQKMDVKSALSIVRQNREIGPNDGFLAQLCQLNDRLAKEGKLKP
# Anthrax LF inh2 – Bacillus anthracis LF protease inhibitors, primary screen, biochemical, multiplex microsphere, MLPCN library | Lethal factor (Bacillus anthracis), P15917 | multiplex microsphere protease cleavage assay | inhibition, % at 10 µM | hit rate 0.12% among 360,000 | AID 588501, 2011; further: plate controls were buffer without enzyme for full effect and enzyme alone for no effect
# Target sequence (P15917 whole entry, looked up): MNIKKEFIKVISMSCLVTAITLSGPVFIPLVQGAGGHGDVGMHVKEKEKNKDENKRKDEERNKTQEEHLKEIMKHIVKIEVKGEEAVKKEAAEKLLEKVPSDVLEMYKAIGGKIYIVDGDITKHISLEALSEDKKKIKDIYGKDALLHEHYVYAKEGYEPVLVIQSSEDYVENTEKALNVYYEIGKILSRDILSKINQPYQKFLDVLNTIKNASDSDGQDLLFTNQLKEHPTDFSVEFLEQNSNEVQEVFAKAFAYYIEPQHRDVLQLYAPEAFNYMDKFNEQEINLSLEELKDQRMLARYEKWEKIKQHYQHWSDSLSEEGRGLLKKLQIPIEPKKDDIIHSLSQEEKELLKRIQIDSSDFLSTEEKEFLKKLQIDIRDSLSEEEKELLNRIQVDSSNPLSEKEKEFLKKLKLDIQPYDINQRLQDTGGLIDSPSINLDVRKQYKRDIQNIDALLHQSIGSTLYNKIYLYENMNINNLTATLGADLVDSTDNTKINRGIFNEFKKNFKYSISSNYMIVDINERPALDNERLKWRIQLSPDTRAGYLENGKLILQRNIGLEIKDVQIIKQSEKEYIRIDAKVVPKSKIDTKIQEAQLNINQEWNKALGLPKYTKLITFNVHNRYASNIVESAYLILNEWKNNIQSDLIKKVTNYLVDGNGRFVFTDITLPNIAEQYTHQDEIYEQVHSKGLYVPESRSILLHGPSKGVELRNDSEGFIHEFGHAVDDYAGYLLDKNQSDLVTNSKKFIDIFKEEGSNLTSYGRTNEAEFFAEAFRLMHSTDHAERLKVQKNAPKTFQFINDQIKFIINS
# SARS 3CLpro inh – SARS-CoV 3CLpro protease inhibitors, primary screen, biochemical, quenched FRET; Replicase polyprotein 1ab (Severe acute respiratory syndrome coronavirus), P0C6X7; recombinant SARS-CoV 3CLpro, quenched FRET peptide cleavage; inhibition, % at 6 µM; hit rate 0.14% among 290,000; AID 1706, 2009; in the data active means inhibition above about 12%
# MazEF act – activators of E. coli MazEF toxin-antitoxin RNase, primary screen, biochemical, fluorescence, uHTS; FAM/BHQ RNA-DNA oligo cleavage fluorescence, 5 h; Endoribonuclease toxin MazF (Escherichia coli (strain K12)), P0AE70; activation, % at 20 µM; AID 504720, 2011; hit rate 0.32% among 350,000; in the data active means activation above about 50%
# Target sequence (P0AE70 whole entry, looked up): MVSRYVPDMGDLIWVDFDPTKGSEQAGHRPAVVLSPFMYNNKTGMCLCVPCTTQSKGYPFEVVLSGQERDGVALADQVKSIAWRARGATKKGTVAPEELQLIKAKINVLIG
# Rv3671c inh – Rv3671c serine protease inhibitors, primary screen, biochemical, fluorescence polarization, M. tuberculosis H37Rv. P9WHR9. inhibition, % at 5.96 µM. hit rate 0.048% among 320,000. AID 2606, 2010; in the data active means inhibition above about 38%;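 further: extracellular domain of Rv3671c used as enzyme; 0% = enzyme with DMSO and 100% = no enzyme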
# CCHF vOTU inh – CCHFV vOTU protease inhibitors, primary screen, biochemical, Pep-AMC substrate, fluorescence; hit rate 0.55% among 370,000; inhibition, % at 11.5 µM; in the data active means inhibition above about 30%; further: 0% = vehicle wells with enzyme and 100% = no enzyme wells
# An asterisk follows results filed as active; i = inactive; ? = inconclusive; . = no result given. Unless noted, no stated cut-off is given here; in the data, active means inhibition above about 30%; inconclusive means no clear call, values can overlap the other calls; inactive means below that. This is a subset; the hit share may differ from the screen's.
# Results follow in this order: BoNT A protease, PrPC surface inh, BoNT F protease, PriA SSB inh, DUSP3 inh, Anthrax LF inh2, SARS 3CLpro inh, MazEF act, Rv3671c inh, CCHF vOTU inh
CCc1nc(-n2[nH]c(=O)c3ccccc3c2=O)c2c3c(sc2n1)CCCC3
  -1.0, 5, 3, 0, ., 3, -2, 1, 2, -4
C[C@H](CO)N1C[C@H](C)[C@@H](CN(C)S(=O)(=O)c2ccccc2)Oc2ccc(NS(=O)(=O)c3cn(C)cn3)cc2C1=O
  0.2, 3, 2, -8, ., -6, ., 9, 7, 0
COc1cccc(-n2c(SCC(=O)c3c[nH]c4ccccc34)nc3ccccc3c2=O)c1
  0.6, -1, -2, -3, -7, 1, 3, -20, -14, -8
O=C(Cc1ccccc1)N/N=C/c1ccc2c(c1)OCO2
  -1.1, -4, 3, ., 7, 2, 1, -3, -5, 0
CC(C)OCCCNC(=O)c1ccc2c(c1)S(=O)(=O)c1ccccc1C2=O
  0.5, -44, -4, 1, 7, -1, -3, 0, 2, -6
Cc1ccc2nc3c(cc(C(=O)NC4CCS(=O)(=O)C4)n3Cc3ccccc3)c(=O)n2c1 (centres undefined)
  2.0, -10, 5, 6, 15, -3, 1, 3, -6, -188
CCOC(=O)N1CCN(C(=O)c2cc3c(s2)-c2c(C)cccc2OC3)CC1
  -0.2, -11, 1, -11, 0, -2, 5, 3, -3, -136
CCOc1ccc(CCNC(=O)C2CSC3(C)CCC(=O)N23)cc1OCC (centres undefined)
  0.0, -3, 0, 2, -2, 0, 0, 0, 4, -2
COc1cc(COc2ccc3c(C)c(CC(=O)O)c(=O)oc3c2C)cc(OC)c1OC
  -4.3, 2, -24, 5, 0, -23, 6, 2, 7, 19
O=[N+]([O-])c1ccccc1S(=O)(=O)Nc1ccc(S(=O)(=O)N2CCCC2)cc1
  -0.2, -6, -6, 5, ., -1, ., 7, -2, -4
COc1cc(O)c(C(=O)O)c(CCc2ccccc2)c1
  -0.1, 4, 2, -9, ., -4, ., 3, ., 12
COc1cccc(C(=O)OCCNC(=O)c2cccnc2)c1
  -1.6, 7, -18, -1, 12, 1, 3, 8, 5, 15
Cc1nonc1CC(=O)N1CCc2c([nH]c3ccccc23)C1c1ccccc1F (centres undefined)
  -0.8, 1, 1, -6, 1, 2, 9, 15, 5, -4
O=C(Nc1sc2c(c1C(=O)NCc1cccnc1)CCCC2)c1ccco1
  0.1, 8, 0, -11, 10, 0, -2, -1, -1, 13
Cc1ccc(C)c(N2CCN(S(=O)(=O)c3ccc4[nH]c(=O)ccc4c3)CC2)c1
  -1.1, -7, -10, -8, 10, -2, 2, 11, -16, 10

# (list continues)
# Results follow in this order: BoNT A protease, PrPC surface inh, BoNT F protease, PriA SSB inh, DUSP3 inh, Anthrax LF inh2, SARS 3CLpro inh, MazEF act, Rv3671c inh, CCHF vOTU inh
CCc1ccc(CNc2ccc(O)cc2)cc1
  13, ., -75, 18, -16, 6, 3, 8, -14, .
CCC(=O)NCCCNc1nc2c(C)cccc2cc1C#N
  1.6, 6, -2, 8, 1, -2, 1, 8, 3, -31
C=CCn1c(SCC(=O)Nc2ccccc2C)nc(O)cc1=O
  -3.7, 0, -2, 3, 15, -2, 3, 7, -1, 12
N#Cc1c(N2CCOCC2)nsc1-c1ccc(C(F)(F)F)cc1
  ., -1, ., -9, 13, ., 0, -2, 2, -3
C=CCNc1nc(Cl)nc(NCc2ccco2)n1
  -0.2, 8, -15, -3, 1, -5, 3, 1, ., -8
CCOc1ccc(-n2c(=O)c3sccc3n(CC(=O)Nc3cccc(OC)c3)c2=O)cc1
  0.3, -5, 2, -5, 14, 3, 0, 13, -2, -18
CCOc1ccc(CNC(=O)C2CCN(S(=O)(=O)N3CCCC3)CC2)cc1OC
  0.2, -7, -7, -18, -3, -2, 7, -7, -2, -2
CCn1c2ccccc2c2cc(N=C3SC(CC(=O)Nc4ccccc4OC)C(=O)N3CCOC)ccc21 (centres undefined)
  -0.4, -2, -3, 4, -6, -4, 3, -6, -9, 4
CCn1c(SCC(=O)N/N=C/c2ccncc2)nc2ccccc21
  1.2, 1, ?, i, 12, -8, 4, 4, 0, -10
CC(NC(=S)Nc1c(Cl)cccc1OC(F)F)C(C)(C)C (centres undefined)
  -0.6, 2, 1, -12, 3, 2, 1, 0, 1, -7
CCOC(=O)c1c(C)[nH]c(C)c1C(=O)COC(=O)c1cc2ccccc2cc1O
  -0.7, -1, -4, -9, 9, -2, 0, 4, -30, 10
Cc1ccc(SCCC(=O)Nc2cccc(N(C)S(C)(=O)=O)c2)cc1
  ., 4, ., -5, 33, ., 3, 11, -3, 3
CCCN1CCC(C)(C(=O)Nc2cccc(OC(C)C)c2)C1 (centres undefined)
  -0.3, 1, -5, ., ., -1, ., ., ., 4
Cc1ccc(C)c(NC(=S)Nc2ncccc2C)c1
  0.2, 10, 2, 40*, 35, -2, 2, -2, 7, 4
CCCSc1nc(N)cc(=O)[nH]1
  1.4, -1, -2, 3, -8, -3, -1, -33, 3, 7

# An excerpt of these results, with bars between the fields:
Molecule | BoNT A protease | PrPC surface inh | BoNT F protease | PriA SSB inh | DUSP3 inh | Anthrax LF inh2 | SARS 3CLpro inh | MazEF act | Rv3671c inh | CCHF vOTU inh
COc1cccc(C(=O)OCCNC(=O)c2cccnc2)c1 | -1.6 | 7 | -18 | -1 | 12 | 1 | 3 | 8 | 5 | 15
Cc1nonc1CC(=O)N1CCc2c([nH]c3ccccc23)C1c1ccccc1F (centres undefined) | -0.8 | 1 | 1 | -6 | 1 | 2 | 9 | 15 | 5 | -4
O=C(Nc1sc2c(c1C(=O)NCc1cccnc1)CCCC2)c1ccco1 | 0.1 | 8 | 0 | -11 | 10 | 0 | -2 | -1 | -1 | 13
Cc1ccc(C)c(N2CCN(S(=O)(=O)c3ccc4[nH]c(=O)ccc4c3)CC2)c1 | -1.1 | -7 | -10 | -8 | 10 | -2 | 2 | 11 | -16 | 10
CCc1ccc(CNc2ccc(O)cc2)cc1 | 13 | . | -75 | 18 | -16 | 6 | 3 | 8 | -14 | .
CCC(=O)NCCCNc1nc2c(C)cccc2cc1C#N | 1.6 | 6 | -2 | 8 | 1 | -2 | 1 | 8 | 3 | -31
C=CCn1c(SCC(=O)Nc2ccccc2C)nc(O)cc1=O | -3.7 | 0 | -2 | 3 | 15 | -2 | 3 | 7 | -1 | 12
N#Cc1c(N2CCOCC2)nsc1-c1ccc(C(F)(F)F)cc1 | . | -1 | . | -9 | 13 | . | 0 | -2 | 2 | -3
C=CCNc1nc(Cl)nc(NCc2ccco2)n1 | -0.2 | 8 | -15 | -3 | 1 | -5 | 3 | 1 | . | -8
CCOc1ccc(-n2c(=O)c3sccc3n(CC(=O)Nc3cccc(OC)c3)c2=O)cc1 | 0.3 | -5 | 2 | -5 | 14 | 3 | 0 | 13 | -2 | -18
CCOc1ccc(CNC(=O)C2CCN(S(=O)(=O)N3CCCC3)CC2)cc1OC | 0.2 | -7 | -7 | -18 | -3 | -2 | 7 | -7 | -2 | -2
CCn1c2ccccc2c2cc(N=C3SC(CC(=O)Nc4ccccc4OC)C(=O)N3CCOC)ccc21 (centres undefined) | -0.4 | -2 | -3 | 4 | -6 | -4 | 3 | -6 | -9 | 4
CCn1c(SCC(=O)N/N=C/c2ccncc2)nc2ccccc21 | 1.2 | 1 | ? | i | 12 | -8 | 4 | 4 | 0 | -10
CC(NC(=S)Nc1c(Cl)cccc1OC(F)F)C(C)(C)C (centres undefined) | -0.6 | 2 | 1 | -12 | 3 | 2 | 1 | 0 | 1 | -7
CCOC(=O)c1c(C)[nH]c(C)c1C(=O)COC(=O)c1cc2ccccc2cc1O | -0.7 | -1 | -4 | -9 | 9 | -2 | 0 | 4 | -30 | 10
Cc1ccc(SCCC(=O)Nc2cccc(N(C)S(C)(=O)=O)c2)cc1 | . | 4 | . | -5 | 33 | . | 3 | 11 | -3 | 3
CCCN1CCC(C)(C(=O)Nc2cccc(OC(C)C)c2)C1 (centres undefined) | -0.3 | 1 | -5 | . | . | -1 | . | . | . | 4

# The listing continues:
# Results follow in this order: BoNT A protease, PrPC surface inh, BoNT F protease, PriA SSB inh, DUSP3 inh, Anthrax LF inh2, SARS 3CLpro inh, MazEF act, Rv3671c inh, CCHF vOTU inh
Cc1ccc(C(C(=O)NCc2ccco2)N(Cc2ccco2)C(=O)CNC(=O)c2ccco2)cc1 (centres undefined)
  -0.6, 5, -6, -3, 15, 1, 0, -9, -3, -6
CC(NC(=O)CN(c1ccc(Br)cc1)S(C)(=O)=O)c1ccccc1 (centres undefined)
  -0.9, 10, 4, -17, -16, 2, -1, 6, -6, 2
Cc1ccc(C)n1-c1ccc(N2CCOCC2)nc1
  -0.3, ., -10, 9, -8, -4, -2, -2, -5, .
O=C(OCC(=O)N1CCCCC1)c1cccs1
  0.7, -5, 1, -3, ., 0, ., 6, -6, 16
COc1ccccc1C(CC(N)=O)c1ccco1 (centres undefined)
  -1.0, 3, -5, -14, 3, -12, 0, 5, -4, 12
CCNc1nc(Oc2ccc(C(=O)OC)cc2)nc(SC)n1
  0.0, 2, -1, -17, 8, -13, 4, 0, 1, -2
O=c1c2[nH]c3cccc(Cl)c3c2ncn1Cc1ccco1
  -0.3, 6, -3, -2, 27, -7, -3, -5, 2, -10
COc1ccc(/C=C/C(=O)NCc2ccc3c(c2)OCO3)cc1OC
  0.2, -5, 0, -6, ., -8, ., 4, -7, 4
Nc1nonc1C(=O)NCCNCc1cc(Br)ccc1OCc1ccc(F)cc1
  ?, 0, -14, -5, 33, -9, -4, 0, -3, 10
COC(=O)c1cc(Oc2ccc(S(=O)(=O)N3CCOCC3)cc2[N+](=O)[O-])cc(C(=O)OC)c1
  -1.0, 4, -2, -6, ., 5, ., -3, 1, -2
CCOc1ccc(OCCC(=O)N(CCCOC)c2c(N)n(Cc3ccccc3)c(=O)[nH]c2=O)cc1
  -3.2, -1, -1, 2, ., -1, ., 4, 1, -3
CCOC(=O)CNC(=O)CSc1nnc(-c2ccncc2)n1-c1ccc(Cl)cc1
  -0.7, -3, 2, -12, 40, -10, 1, 12, 6, -2
CCN(CC)S(=O)(=O)c1ccc(Oc2ccccc2)c(N)c1
  -1.0, 5, -11, -14, 22, -6, 2, -27, 2, -8
N=c1c(C(=O)NC2CCCCC2)cc2c(=O)n3ccccc3nc2n1Cc1ccc(F)cc1
  11, -11, 13, 5, 2, 12, 4, -29, -1, -33
O=C(c1cccc2c1-c1ccccc1C2)N1CCCCC1
  0.0, -2, -2, -3, -7, -8, 0, 5, -5, 2

# More entries
# Results follow in this order: BoNT A protease, PrPC surface inh, BoNT F protease, PriA SSB inh, DUSP3 inh, Anthrax LF inh2, SARS 3CLpro inh, MazEF act, Rv3671c inh, CCHF vOTU inh
Cc1ccccc1CC(=O)Nc1sc(C(C)C)cc1C(=O)N1CCOCC1
  -3.4, 10, -6, -3, 18, -2, -4, -2, 5, -1
O=C(NCCc1c[nH]c2ccccc12)c1ccc(Br)o1
  1.8, 4, -1, 10, ., -2, ., 1, 6, -8
Cn1ccc2c(-c3cccc(C=O)c3)cc3c(c21)C1CCC3C1 (centres undefined)
  1.2, -4, 1, ., ., -7, ., ., ., 2
O=C(NCC1CCCO1)c1ccc(C(=O)NCC2CCCO2)cc1 (centres undefined)
  ., 0, ., -3, -8, ., -3, 0, -14, 3
